Screening results from PubChem.
CDK5 p35 inh – inhibitors of human CDK5/p35 kinase, primary screen, biochemical, single concentration | Cyclin-dependent kinase 5 (Homo sapiens) + Cyclin-dependent kinase 5 activator 1 (Homo … | Recombinant CDK5/p35, ADP-Glo luminescence, 60 min | inhibition, % at 10 µM | 0.01% of 330,000 active | AID 488839, 2010;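 active means highest replicate inhibition of at least 50% and at least 75% of replicates reaching 50%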;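 further: plate controls were DMSO neutral control for no effect and GW8510 at 10 µM for full effect; many of its hits are not listed in these tables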
Target sequence (Q00535 whole entry, looked up): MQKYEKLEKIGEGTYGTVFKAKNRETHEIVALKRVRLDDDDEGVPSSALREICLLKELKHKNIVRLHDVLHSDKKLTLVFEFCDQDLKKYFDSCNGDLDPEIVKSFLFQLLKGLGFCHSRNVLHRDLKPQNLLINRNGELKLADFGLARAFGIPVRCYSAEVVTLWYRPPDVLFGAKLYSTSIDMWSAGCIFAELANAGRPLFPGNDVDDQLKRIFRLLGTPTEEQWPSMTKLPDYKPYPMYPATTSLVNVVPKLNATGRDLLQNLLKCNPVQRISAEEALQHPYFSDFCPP
Target sequence (Q15078 whole entry, looked up): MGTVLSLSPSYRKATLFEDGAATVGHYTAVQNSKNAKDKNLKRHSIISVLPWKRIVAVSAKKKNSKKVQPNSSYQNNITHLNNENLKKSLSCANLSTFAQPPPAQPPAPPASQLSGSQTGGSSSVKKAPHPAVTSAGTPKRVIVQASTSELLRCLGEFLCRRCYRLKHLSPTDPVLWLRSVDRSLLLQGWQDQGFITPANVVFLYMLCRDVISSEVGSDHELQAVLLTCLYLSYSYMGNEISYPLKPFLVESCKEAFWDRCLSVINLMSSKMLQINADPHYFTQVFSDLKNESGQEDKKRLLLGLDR
Tat export inh – E. coli Tat export inhibitors, primary screen, MC4100, TorA-mCherry reporter, fluorescence, single point; 0.036% of 340,000 active; inhibition, % at 10 µM; AID 488895, 2010;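 active means mean replicate inhibition at least 50% and at least half of replicates individually reaching 50%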;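 further: exported cargo escapes ClpAP degradation while cytoplasmic cargo is degraded and loses fluorescence; 0% = median of neutral control wells and 100% = median of NaSCN control wells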
Wnt act – Wnt/beta-catenin pathway activators, primary screen, cell-based, plate reader, single point | activation, % at 9.35 µM | Wnt/beta-catenin reporter cell assay, activator | 1.2% of 300,000 active; in the data active means activation above about 30%, passing the limit was not always enough;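 further: 0% = neutral control wells and 100% = positive control wells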
RTF Ca sens act – cardiac RTF calcium sensitivity activators, primary screen, biochemical, IANBD-TnC fluorescence, EC20 calcium. activation, % at 7.2 µM. Troponin I, cardiac muscle (Homo sapiens) + Troponin T, cardiac muscle (Homo sapiens) + …. IANBD-labeled TnC RTF fluorescence at EC20 calcium; 0% EC20 calcium, 100% full calcium. 0.24% of 340,000 active. AID 493008, 2010;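 active means activation above the mean over all tested compounds plus 3 SD, cut at about 30% in these data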;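 further: rise in fluorescence read as greater calcium sensitivity of cardiac thin filaments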
CAL PDZ FP-1 – untagged CAL PDZ binding inhibitors, primary screen, biochemical, fluorescence polarization, HTS. purified CAL PDZ, TMR-peptide fluorescence polarization, 1 h. inhibition, % at 24.9 µM. 0.92% of 300,000 active. AID 602252, 2012;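 active means mean inhibition of at least 30% with at least half of replicates also reaching 30%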;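 further: 0% = DMSO neutral control and 100% = excess unlabeled competitor peptide PRC23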
V-ATPase pH – regulators of yeast V-ATPase proton pumping, primary screen, pHLuorin cytosolic pH fluorescence; S. cerevisiae; response, % at 10 µM; 0.37% of 350,000 active; in the data active means response mostly above about 7.3%, no sharp cut-off; inactive means mostly below about 5.4%; further: actives read high; inactives centre near 0; some compounds called inactive have numbers as strong as hits
Rtt109 Vps75 – inhibitors of C. albicans Rtt109/Vps75 HAT, primary screen, biochemical, ThioGlo CoA-SH fluorescence, plate reader; Histone acetyltransferase RTT109 (Candida albicans (strain SC5314 / ATCC MYA-2876)), …; purified Rtt109/Vps75, 4 h; inhibition, % at 34.9 µM; 0.16% of 330,000 active; AID 540336, 2011;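 active means inhibition of at least 50% in every replicate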
Target sequence (Q5AAJ8 whole entry, looked up): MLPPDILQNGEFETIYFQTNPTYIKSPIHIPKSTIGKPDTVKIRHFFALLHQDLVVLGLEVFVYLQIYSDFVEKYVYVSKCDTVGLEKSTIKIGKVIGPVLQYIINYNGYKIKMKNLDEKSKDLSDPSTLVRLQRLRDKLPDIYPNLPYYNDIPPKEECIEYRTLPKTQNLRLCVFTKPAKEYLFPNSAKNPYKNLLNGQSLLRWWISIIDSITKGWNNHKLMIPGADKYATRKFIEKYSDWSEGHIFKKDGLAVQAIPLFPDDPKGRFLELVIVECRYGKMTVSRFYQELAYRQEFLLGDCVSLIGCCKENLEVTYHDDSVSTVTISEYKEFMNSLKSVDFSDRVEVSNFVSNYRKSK
MITF act – activators of MITF-driven TRPM1 promoter reporter, primary screen, cell-based, SK-MEL-5, luciferase, single point; 0.75% of 300,000 active; AID 588334, 2011; activation, % at 12.5 µM; SK-MEL-5 TRPM1-promoter luciferase, 24 h; % of positive control, neutral wells = 0;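 active means mean activation of at least 80% with every replicate also reaching 80%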;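 further: 0% = neutral control wells and 100% = parthenolide positive control wells; values of inactives mirror those of a sister screen read the other way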
dFosB activator – activators of delta FosB homodimer, primary screen, biochemical, fluorescence polarization, TAMRA-CDK5 oligo, single point; Protein FosB (Mus musculus), P13346; purified delta FosB; percent of positive-control signal above neutral wells; activation, % at 25 µM; 0.99% of 340,000 active;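 active means mean activation above about 17%, with every replicate also reaching it, limit read from the data, passing the limit was not always enough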;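 further: fluorescence polarization rise as delta FosB binds a TAMRA Cdk5 AP-1 oligo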
CAL PDZ FP-2 – CAL PDZ peptide-binding inhibitors, primary screen, biochemical, fluorescence polarization, Cer-tagged CAL PDZ, HTS | purified CAL PDZ, TMR-peptide fluorescence polarization, 1 h | 0.02% of 330,000 active | inhibition, % at 20 µM | AID 504414, 2011 | Golgi-associated PDZ and coiled-coil motif-containing protein (Homo sapiens), Q9HD26;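 active means highest replicate inhibition of at least 40%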;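 further: plate controls were DMSO neutral control wells for no effect and unlabeled competitor peptide control wells for full effect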
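material = purified tagged CAL PDZ domain construct (CerCALP) | buffer or medium = sodium phosphate/NaCl buffer pH 7.4 with TCEP, IgG, Thesit | reagent = TMR-labelled reporter peptide T*-PRC34 bound in PDZ groove | incubation = 1 h room-temperature incubation prior to read | measured by = fluorescence polarization (mP) | evaluation = percent inhibition from loss of millipolarization | control set = unlabelled peptide and DMSO controls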
* hit, by the source's call; . = not tested or not shown.

molecule,CDK5 p35 inh,Tat export inh,Wnt act,RTF Ca sens act,CAL PDZ FP-1,V-ATPase pH,Rtt109 Vps75,MITF act,dFosB activator,CAL PDZ FP-2
C=CCOn1c(=O)c(-c2ccc(OCC)cc2)[n+]([O-])c2ccccc21,-0.1,1.6,2.9,4.9,-6.8,2.4,-1.5,13.3,-4.3,0.6
C/C(CC(=O)Nc1ccc(N(C)C)cc1)=N\NC(=O)c1cnccn1,1.3,-8.0,.,7.5,3.5,-1.2,1.2,-4.8,-3.7,0.6
Cc1ccc(Cn2nnc3c(=O)n(CC(=O)N4CCCCC4)cnc32)cc1,1.3,-4.6,.,1.1,6.9,-0.6,13.2,-9.1,3.8,-0.8
CCN(CC)CCN1C(=O)C(=O)/C(=C(/O)c2ccc3c(c2)CC(C)O3)C1c1ccc(OC)cc1 (configuration not stated),0.1,-11.3,1.4,-1.1,-1.3,-3.0,3.1,.,-6.2,-0.8
O=C(NCCc1nnc2ccc(NCc3ccc(Cl)cc3)nn12)c1ccccc1,-2.3,4.3,0.8,1.5,-0.2,-4.4,4.3,-7.6,-6.9,-3.5
Cc1cc(Nc2ccc(F)cc2F)n2ncnc2n1,5.1,-1.6,1.2,-0.2,.,-3.0,-8.4,5.5,-5.4,0.3
CCNc1c([N+](=O)[O-])c(=O)oc2ccccc12,-1.6,4.2,-0.4,4.9,56.2*,-1.6,-1.7,13.9,3.1,-2.2
O=C(NC1(N2CCOCC2)CC1)c1ccc(Cl)cc1,-0.5,0.8,0.4,10.7,-22.9,3.8,0.1,-12.2,6.8,-1.0
CCOc1ccc2nc(NC(=O)CN3CCC(n4nnc5cc(C(F)(F)F)ccc54)CC3)sc2c1,0.5,-6.2,-1.9,3.0,1.9,-6.0,6.7,-13.2,-0.3,-1.4
CC(=O)c1ccc(S(=O)(=O)N2CCN(C(C)=O)CC2)cc1,0.2,-6.3,5.6,-0.7,9.2,3.8,4.8,-4.8,-0.4,-1.0
COc1ccc(C(=O)C2CCCN(C(=O)c3cccc(Cn4cccn4)c3)C2)cc1F (configuration not stated),-4.0,20.6,-2.9,-0.9,-2.1,6.7,12.4,-9.1,5.0,-2.9
Cc1ccc(S(=O)(=O)Nc2cccc3c2O[C@H](CN(C)Cc2ccc(-c4ccccc4)cc2)[C@@H](C)CN([C@H](C)CO)C3=O)cc1,0.2,-0.1,-1.5,-2.1,-3.4,-2.5,6.0,-12.8,9.5,-1.9

Next structures
molecule,CDK5 p35 inh,Tat export inh,Wnt act,RTF Ca sens act,CAL PDZ FP-1,V-ATPase pH,Rtt109 Vps75,MITF act,dFosB activator,CAL PDZ FP-2
Cn1cc(C(=O)Nc2ccc(C#N)cc2)c2ccccc2c1=O,1.3,-4.9,3.8,-0.8,-1.0,-4.9,-1.7,-9.2,-17.8,-1.6
COc1ccccc1OCc1nnc(SCC(=O)N2CCCC2)o1,-0.5,-6.3,-0.4,5.7,.,-1.2,7.9,-1.5,0.1,-0.7
CCOC(=O)C1=C(C)OC(N)=C(C(=O)OCC)C1c1ccncc1 (configuration not stated),-0.1,1.7,.,-4.1,-2.8,3.1,2.0,-8.2,-7.3,-0.9
CCOCC(=O)N1CCc2ccccc21,1.0,-1.6,.,-1.6,-0.6,-2.2,11.2,-9.8,-3.6,0.5
CCOc1ccc(OCCCC(=O)N(C)CC(=O)Nc2ccccc2Br)cc1,1.3,1.3,3.0,-1.4,.,-2.5,-19.3,-6.9,-4.1,-0.3
COC(=O)c1cc(C(=O)c2ccc(C(C)(C)C)cc2)c[nH]1,0.2,-6.0,7.1,-3.8,.,2.8,-10.2,8.9,-14.5,-1.0
CN1CCN(NC(=O)c2cc(-c3ccccn3)nc3ccccc23)CC1,-1.3,-1.5,-1.2,-0.2,-0.9,-1.7,-6.0,-11.4,-10.6,-0.5
Cc1cccc2sc(NC(=O)C3CCN(C(=O)c4ccco4)CC3)nc12,1.5,1.0,0.7,-5.2,1.1,6.2,18.5,-16.8,-13.5,-0.9
O=C(O)CN1C(=O)SC(Nc2ccc(C(=O)O)cc2)C1=O (configuration not stated),-1.9,3.1,.,5.7,-3.3,0.8,2.0,-11.1,-1.0,-0.5
CCn1c(Cc2ccccc2)nnc1SCC(=O)Nc1ccccc1F,-1.0,0.6,-0.6,1.1,-4.2,1.5,-6.0,9.4,1.0,-0.2
COc1ccc(NS(=O)(=O)c2ccc(C)c(C(=O)O)c2)cc1,-0.5,-3.6,0.4,0.0,-2.7,6.9,25.6,0.3,-0.4,-1.6
O=C(CCNC(=O)c1ccc(Cl)cc1)NC1CCCCCC1,4.0,2.2,37.8*,-3.2,-2.3,1.2,6.8,9.8,-1.9,-0.7

Continued.
molecule,CDK5 p35 inh,Tat export inh,Wnt act,RTF Ca sens act,CAL PDZ FP-1,V-ATPase pH,Rtt109 Vps75,MITF act,dFosB activator,CAL PDZ FP-2
CC(C)(C)OC(=O)N[C@@H](Cc1ccccc1)C(=O)NCC1CCC(C(=O)N[C@@H](CCC(N)=O)C(=O)O)CC1 (some centres not stated),-8.5,3.0,2.3,-8.6,0.5,-4.7,4.0,-4.5,3.3,-0.9
Cc1cc(C)nc(SCCC(=O)Nc2ccccc2Cl)n1,-0.3,8.7,1.1,-7.1,0.6,-1.0,-1.8,-1.0,-1.4,-0.6
CCOc1ccc(/C(O)=C2/C(=O)C(=O)N(c3ccccn3)C2c2ccc(F)cc2)c(C)c1 (configuration not stated),-0.5,-13.6,0.4,1.5,-0.8,-0.3,7.8,-0.7,-0.7,-2.8
CC(=O)N1CCC(C(=O)NCCOc2ccc(C)cc2)CC1,-0.1,9.2,0.4,-3.5,.,0.6,5.3,6.8,-1.6,-0.1
COc1ccc2c(c1)c1ncn(CCN3CCCCC3)c(=O)c1n2C,0.4,10.1,.,2.7,-3.1,-3.7,-0.8,19.9,5.8,.
Cc1cc(C(=O)N/N=C/C=C/c2ccc([N+](=O)[O-])cc2)n[nH]1,0.2,3.2,-3.7,-5.5,-3.1,-0.9,.,-13.7,3.2,-1.8
Nc1ccn([C@@H]2O[C@H](COS(=O)(=O)O)[C@@H](O)[C@H]2O)c(=O)n1,-2.4,-15.1,-0.3,5.1,-1.2,0.8,-8.5,1.6,1.8,-1.3
C/C=C/c1ccc(OCC(=O)NCc2ccccc2OC)c(OC)c1,3.1,6.4,-1.4,3.3,-1.4,5.0,-7.4,0.8,-6.6,0.2
CN(C)C(=O)c1cccn(Cc2cccc(C(F)(F)F)c2)c1=O,-2.8,-3.5,-0.4,4.8,0.2,2.1,1.1,5.9,-4.8,0.6
C(=C\c1ccccn1)/c1ccncc1,-0.4,-7.0,3.6,-8.5,-5.4,-0.2,2.2,24.9,-4.1,-0.8
O=C1c2cccc3c(N4CCCCC4)ccc(c23)C(=O)N1c1ccccc1O,-4.0,-3.2,-1.3,72.8*,.,-1.4,-9.1,2.3,1.9,-0.6
O=C(COC(=O)c1nc(Cl)ccc1Cl)NCc1ccccc1,0.4,-2.7,-1.6,-8.9,-1.4,-0.1,-2.6,-15.7,2.9,-2.3

Next section:
molecule,CDK5 p35 inh,Tat export inh,Wnt act,RTF Ca sens act,CAL PDZ FP-1,V-ATPase pH,Rtt109 Vps75,MITF act,dFosB activator,CAL PDZ FP-2
O=c1c2c3c(sc2nc2n1CCCCC2)CCC3,-0.5,-0.8,4.2,1.6,-4.2,-0.2,-4.7,30.6,-4.7,-1.1
O=C(CCN1C(=O)/C(=C/C=C/c2ccccc2)SC1=S)Nc1cccnc1,0.8,1.6,21.0,3.9,-2.1,-3.8,-6.9,52.3,-12.5,-1.4
COc1ccccc1C(=O)N1CCN(C(=O)COc2cccc(C)c2)CC1,-0.8,-2.7,.,6.2,6.3,-8.4,5.7,-8.1,-0.4,-0.1
O=C(CCCn1ncn2c(cc3occc32)c1=O)N1CCc2ccccc2C1,-0.9,7.6,.,-2.0,-3.3,-0.9,-4.9,-18.0,-5.0,-0.7
Fc1ccc(/C=N\Nc2cccc(F)c2)cc1,0.6,-2.2,0.1,0.0,-6.2,2.5,-0.3,-4.7,5.9,1.2
COc1ccc(N=N/C(=C\O)C(=O)c2cccs2)cc1,-6.5,6.8,1.7,-3.8,-2.9,1.3,11.9,-6.1,-7.1,0.6
CC(NC(=O)CSc1ccccc1)c1ccccc1 (configuration not stated),0.4,-6.9,0.6,-5.0,-1.2,1.9,4.9,5.4,4.1,-0.4
Clc1ccc(Nc2ccc(Cl)nn2)cc1,1.9,-4.5,2.2,.,-3.5,1.6,-2.3,.,4.2,-1.0
c1ccc(-c2ccc(-c3nc(-c4ccccn4)no3)cc2)cc1,12.3,-5.3,-10.8,-7.9,-0.6,0.2,-10.4,-98.9,-25.6,-3.4
CC(=O)N1CCOc2ccc(S(=O)(=O)N(C)c3cccc(C)c3)cc21,1.7,1.7,-3.9,-2.1,-0.6,-0.7,-5.4,-11.1,-7.7,-2.5
CC(=O)Oc1ccccc1-c1nc(/C=C/c2ccccc2)no1,0.1,-0.9,24.3,-1.5,-0.1,-0.7,2.6,51.4,-5.4,-0.2
O=C(CCC(=O)OCC(=O)c1cccc([N+](=O)[O-])c1)NC1CCCCC1,-1.4,2.3,0.1,1.1,6.8,-3.0,2.4,10.2,-0.5,-0.3

The listing continues.
molecule,CDK5 p35 inh,Tat export inh,Wnt act,RTF Ca sens act,CAL PDZ FP-1,V-ATPase pH,Rtt109 Vps75,MITF act,dFosB activator,CAL PDZ FP-2
CCC(Oc1ccccc1)C(=O)N1CC(C)CC(C)C1 (configuration not stated),0.3,4.2,.,1.9,6.1,4.6,7.8,.,0.2,-0.1
Cc1ccc(NC(=O)COC(=O)c2c(C)nn(-c3ccccc3)c2C)cc1,0.0,0.1,-0.6,1.4,-1.9,-0.1,-2.5,2.3,-0.4,-2.2
O=c1cc(CSc2nnc(COc3ccccc3)o2)c2ccccc2[nH]1,-0.5,2.2,-2.5,0.3,-6.6,-3.5,5.4,2.9,-32.4,-0.5
COc1cc(C2C(C#N)=C(N)N(N(C)C)C3=C2C(=O)CCC3)cc(OC)c1OC (configuration not stated),0.8,-1.5,0.8,-4.2,-3.4,-2.7,-12.0,4.1,0.4,-2.9
Nc1ccc(SC(F)(F)F)cc1C(=O)c1ccccc1,1.2,-2.9,.,-1.1,-1.3,-0.4,8.0,22.3,-7.3,-0.8
CN(Cc1nc2ccccc2n1C)C(=O)c1cccs1,-0.2,1.1,.,3.2,-1.3,-1.5,-2.1,-3.5,-1.3,-0.2
CCOC(=O)N1CCC(N2Cc3cccc(C(=O)Nc4cccc(F)c4)c3C2=O)CC1,-0.4,-7.5,-0.8,2.1,-1.8,4.6,2.5,0.7,-21.4,-2.5
